TRPV1 agonist: HTS Assay for Compounds that Act as Agonists of the Vanilloid Receptor 1; Transient receptor potential cation channel subfamily V member 1 (Homo sapiens), Q8NER1; activation, % at 8.33 µM; TRPV1-expressing cells, Fluo-8 calcium influx, agonist mode; AID 540275, 2011; hit rate 0.19% among 320,000; in the data active = activation above about 80%; inconclusive = between about 30% and that limit; also: 0% is about no effect
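Cells expressing TRPV1 were dye-loaded with Fluo-8 and read kinetically: 10 s baseline, 3 min after compound (agonist portion), then 2 min after EC20 capsaicin (allosteric enhancer portion). Calcium-bound dye fluorescence at 480/520 nm.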
GALK inh: qHTS Assay for Inhibitors of Human Galactokinase (GALK) | P51570 | Purified GALK, Kinase-Glo residual ATP luminescence | Potency, µM (titrated, usually from 57.5 µM), inactives show at the highest dose activity change, negative = inhibition, actives largely listed as inhibitors | hit rate 0.007% among 270,000; also: potency is read from the fitted curve at half-maximal effect; % is scaled to controls: 0 for no effect and ±100 for the full control effect
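Compounds were pin-transferred into ATP buffer (35 uM final), then GALK plus galactose (5 nM, 100 uM final) was added. After 1 h at room temperature, Kinase-Glo Plus was added and luminescence read after 10 min.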
AT treatment: qHTS Assay for Identifying a Potential Treatment of Ataxia-Telangiectasia; […] A-T fibroblasts, KAP-1 phosphorylation AlphaLISA; neocarzinostatin DNA damage 30 min before lysis; Potency, µM (doses to about 57.5 µM), for the others: at the top dose activation, usual class: activators; hit rate 0.19% among 320,000; AID 485349, 2010; also: potency is read from the fitted curve at half-maximal effect; % of control where 0% means no effect; nearly all actives have a fitted effect of over 45% in size
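hTERT-immortalized A-T patient fibroblasts ([…]), 500 cells/well in OPTI-MEM, 1% FBS, got compounds for 60 min, then NCS for 30 min at 37C. Lysates were then assayed for phospho-KAP-1 by AlphaLISA (anti-pKAP1 donor, anti-KAP1 acceptor beads), 6 hr at 25C.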
ASM inhibitor: Inhibitors of Secretory Acid Sphingomyelinase (S-ASM): qHTS; hit rate 0.006% among 340,000; AID 504937, 2011; Sphingomyelin phosphodiesterase (Homo sapiens), P17405; placental ASM, HMU-PC fluorogenic substrate, 60 min; Potency, µM (doses to about 57.5 µM), for inactives: at the top dose activity change, negative = inhibition, usual class: inhibitors; also: potency is read from the fitted curve at half-maximal effect
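Human placenta-derived ASM enzyme was preincubated with compound for 10 minutes at room temperature, then given fluorogenic substrate HMU-PC0 (9 uM final) for 60 minutes at 37 °C; a pH 10 stop preceded fluorescence reading at Ex 386/Em 447 nm.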
a7 integrin act: qHTS for Activators of Integrin-Mediated Alleviation for Muscular Dystrophy; Potency, µM (titrated, usually from 38.3 µM), for inactives: top-dose activation, most hits filed as activators; hit rate 0.064% among 350,000; alpha7betagal myoblasts, beta-gal FDG fluorescence, 48 h;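 also: potency is read from the fitted curve at half-maximal effect; 100% = response of the positive control SU9516; nearly all actives have a fitted effect of over 60% in size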
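Alpha7betagal+/- myoblasts (passage 13) were plated 16-24 hr, then exposed to compounds (1:260 dilution of DMSO stock) for 48 hours at 37C. After MPER lysis, β-galactosidase reporter activity was read as FDG fluorescence (ex 480/em 540) after 30 minutes.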
CXXC DNA block: qHTS Fluorescence Polarization Assay for Inhibitors of MLL CXXC domain - DNA interaction. AID 2662, 2010. Potency, µM (top dose mostly 115 µM), for the others: at the highest dose activity change, negative = inhibition, most hits filed as inhibitors. Histone-lysine N-methyltransferase 2A (Homo sapiens), Q03164. MLL-CXXC / FITC-HOXA9 DNA fluorescence polarization. hit rate 0.037% among 290,000; active = well fitted inhibition curve with a large enough effect in the polarisation, with a control signal flat, not every such curve was filed as active; inconclusive = small, poorly fitted or top-dose-only effect, or effect the other way, or a change in a side signal; inactive = no such curve, though single readings can be large or run the other way; the % refers to the polarisation; also: potency is read from the fitted curve at half-maximal effect
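Purified MLL-CXXC (added from a 7 uM solution) was preincubated 5 min at ambient with pinned compounds in 50 mM Tris-HCl pH 7.5, 50 mM NaCl, 1 mM DTT, 0.05% BSA. Fluorescein-labeled HOX-A9 DNA (50 nM solution) followed, 30 min, then polarization read.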
KCNH2 3.1 block: qHTS for Inhibitors of KCHN2 3.1: Mutant qHTS; U2OS KCNH2 3.1, thallium flux FluxOr; active compounds read low; activity change, % (tested at about 1.8 µM); hit rate 0.95% among 340,000; AID 720553, 2013;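 active = maximum activity change below -70%; inconclusive = maximum activity change from -70% to -50%; inactive = maximum activity change above -50%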;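 also: thallium influx rate constant from kinetic fluorescence after stimulation buffer; % is scaled to controls: 0 for no effect and ±100 for the full control effect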
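FluxOr-based Tl+ influx in U2OS cells transduced with KCNH2 3.1 virus; rate constants normalized to DMSO controls.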
MBNL1-CUG inh: qHTS Assay for Inhibitors of MBNL1-poly(CUG) RNA binding | Muscleblind-like protein 1 (Homo sapiens), Q9NR56 | TR-FRET MBNL1-His/biotin-(CUG)12 binding, 665/545 ratio | Potency, µM (series often up to 57.5 µM), without a hit: top-dose activity change, negative = inhibition, hits mostly inhibitors | hit rate 0.036% among 280,000 | AID 2675, 2010; active = well fitted inhibition curve with a large enough effect in the signal ratio, with a control signal flat, not every such curve was filed as active; inconclusive = small, poorly fitted or top-dose-only effect, or effect the other way, or a change in a side signal; inactive = no such curve, though single readings can be large or run the other way; the % refers to the signal ratio; also: potency is read from the fitted curve at half-maximal effect; % is scaled to controls: 0 for no effect and ±100 for the full control effect
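TR-FRET between His-tagged MBNL1 and biotin-(CUG)12 RNA, detected with Tb anti-His antibody (0.055 ng/ul) and streptavidin-XL665 (5 nM), 60 min at room temperature. Compounds titrated 92 nM to 58 uM; 665/545 nm ratio normalized to buffer and complex controls.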
KCNH2 WT inh: qHTS for Inhibitors of KCHN2 3.1: Wildtype qHTS. activity change, % at 1.84 µM. U2OS, BacMam KCNH2, thallium flux FluxOr; active compounds read low. AID 720551, 2013. Voltage-gated inwardly rectifying potassium channel KCNH2 (Homo sapiens), Q12809. hit rate 0.37% among 340,000;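 active = maximum activity change below -70%; inconclusive = maximum activity change between -70% and -50%; inactive = maximum activity change above -50%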; also: % is scaled to controls: 0 for no effect and ±100 for the full control effect
Target sequence (Q12809 whole entry, looked up): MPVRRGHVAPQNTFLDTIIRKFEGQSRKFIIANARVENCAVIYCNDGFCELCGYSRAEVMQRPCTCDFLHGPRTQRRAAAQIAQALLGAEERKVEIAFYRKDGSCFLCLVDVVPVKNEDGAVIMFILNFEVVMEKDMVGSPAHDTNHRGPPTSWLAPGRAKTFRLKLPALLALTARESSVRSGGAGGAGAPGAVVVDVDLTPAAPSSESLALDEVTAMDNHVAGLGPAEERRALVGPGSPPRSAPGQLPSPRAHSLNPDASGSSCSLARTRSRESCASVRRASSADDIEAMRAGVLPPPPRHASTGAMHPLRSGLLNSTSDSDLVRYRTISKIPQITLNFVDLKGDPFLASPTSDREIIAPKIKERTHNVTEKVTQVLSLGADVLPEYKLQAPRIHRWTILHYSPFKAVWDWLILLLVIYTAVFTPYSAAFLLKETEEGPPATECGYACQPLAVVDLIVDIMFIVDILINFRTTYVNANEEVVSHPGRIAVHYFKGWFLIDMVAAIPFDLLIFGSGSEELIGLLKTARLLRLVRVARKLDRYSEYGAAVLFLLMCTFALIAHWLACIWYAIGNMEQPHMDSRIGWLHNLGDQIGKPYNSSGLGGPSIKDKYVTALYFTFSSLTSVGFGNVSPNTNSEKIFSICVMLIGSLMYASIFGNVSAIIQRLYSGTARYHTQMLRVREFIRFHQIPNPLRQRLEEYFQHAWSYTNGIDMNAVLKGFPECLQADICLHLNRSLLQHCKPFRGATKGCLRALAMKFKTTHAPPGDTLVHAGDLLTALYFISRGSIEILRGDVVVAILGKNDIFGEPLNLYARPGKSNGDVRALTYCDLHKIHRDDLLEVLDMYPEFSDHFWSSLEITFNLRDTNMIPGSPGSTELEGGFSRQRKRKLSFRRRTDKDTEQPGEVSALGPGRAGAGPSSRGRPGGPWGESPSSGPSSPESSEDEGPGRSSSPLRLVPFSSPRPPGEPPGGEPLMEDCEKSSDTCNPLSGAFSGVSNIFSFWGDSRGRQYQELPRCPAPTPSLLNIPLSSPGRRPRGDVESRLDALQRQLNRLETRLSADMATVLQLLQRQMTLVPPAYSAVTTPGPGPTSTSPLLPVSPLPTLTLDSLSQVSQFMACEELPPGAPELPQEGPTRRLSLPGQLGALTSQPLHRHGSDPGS
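U2OS cells transduced with wild-type KCNH2 virus are loaded with FluxOr dye for 45 min, and thallium flux is measured in kinetic reads before and after stimulation buffer. Rate constants are normalized to DMSO controls.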
Coupling enz: qHTS Assay for Inhibitors of Fructose-1,6-bisphosphate Aldolase from Giardia Lamblia: Coupling assay counterscreen | coupling enzyme system counterscreen, AmpLite Red fluorescence | activity change, negative = inhibition, % at 58.2 µM, hits read low | hit rate 0.67% among 290,000; in the data active = activity change below about -30%; also: % is scaled to controls: 0 for no effect and ±100 for the full control effect
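Activity here indicates interference with the coupling reaction, not aldolase inhibition. Compounds at 57.5 uM final met coupling enzymes for 10 min at RT; substrate and AmpLite Red detection followed, with a 525/598 nm fluorescence read after 20 min.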
Starred values were filed as active, the others as inactive; ? = inconclusive; nt = not tested or not shown; [ ] = dose if it differs, or a comment. Unless noted, calls follow the shape of the dose curve; as a rule, active = well fitted curve in the direction sought with a large enough effect; inconclusive = small, poorly fitted or top-dose-only effect, or another doubt; inactive = no such curve, though single readings can be large; an effect the other way counts as inactive or inconclusive.

smiles,TRPV1 agonist,GALK inh,AT treatment,ASM inhibitor,a7 integrin act,CXXC DNA block,KCNH2 3.1 block,MBNL1-CUG inh,KCNH2 WT inh,Coupling enz
CC(C)C(NC(=O)CC12CC3CC(CC(C3)C1)C2)C(=O)O (configuration not stated),-1.0,-0.3%,2.3%,-2.5%,26.7%,2.6%,15.8,-4.0%,-23.0,-2.7
C/C(CC1CC(COCC(C)C)OC1=O)=N\NC(N)=S (configuration not stated),-0.4,-0.1%,-0.4%,2.2%,-1.1%,13.5%,7.1,-4.5%,-2.1,2.0
Cc1ccc(NC(=O)C2CCN(C(=O)NC3CCCCC3)CC2)cc1,1.5,1.1%,12.4%,3.9%,6.8%,-2.5%,-4.1,-11.0%,-1.1,0.7
Cc1ccc(SCCNC(=S)Nc2ccc(C)cc2C)cc1,?,1.0%,1.2%,0.5%,-22.0%,1.5%,22.9,5.2%,15.3,0.9
Cc1cc(=O)[nH]c(SCC(=O)NN(c2ccccc2)c2ccccc2)n1,-2.9,5.2%,-1.9%,-0.1%,-24.4%,-5.0%,16.0,-6.0%,2.3,3.4
Cc1ccccc1OCC(=O)N/N=C/c1ccc([N+](=O)[O-])o1,8.0,0.2%,0.6%,-7.0%,-55.5%[inhibitor],1.7%,12.9,?,nt,3.8
Cc1ccc(OCC(=O)n2cnnc2N)c(C)c1,2.0,-3.4%,-0.8%,nt,nt,-7.1%,nt,6.9%,nt,0.9
C/C=C(\C)C(=O)N1CC2(CC(c3cccc(NC(=O)CC(c4ccccc4)c4ccccc4)c3)=NO2)C[C@H]1C(N)=O (some centres not stated),5.7,-0.9%,16.1%,nt,nt,-0.1%,nt,-2.1%,nt,6.3
CN(C)S(=O)(=O)N1CCC(Oc2cccc(C(=O)NCCC3=CCCCC3)c2)CC1,30.0,5.0%,1.4%,-1.7%,-39.9%,0.6%,0.6,-7.5%,23.9,1.7
O=C(O)C(c1ccccc1)C(O)c1ccc2c(c1)OCO2 (configuration not stated),nt,nt,nt,-2.8%,13.8%,nt,-31.5,nt,-2.7,nt
O=C(c1ccccc1Cl)N1CCN(c2ccccn2)CC1,2.1,-0.4%,1.1%,-0.3%,4.2%,-4.9%,-3.9,2.4%,-9.5,2.9
CCN(CC)S(=O)(=O)c1ccc(NS(=O)(=O)c2ccc(OC)c([N+](=O)[O-])c2)cc1,3.3,0.8%,1.9%,-9.7%,15.6%,2.7%,-9.9,17.8%,5.2,9.2
Nc1cc(C2CCCC2)nn1-c1ccccc1,5.8,11.2%,-4.0%,-2.7%,-27.7%,-2.2%,1.6,-12.2%,1.8,0.7
CCCNC(=O)c1onc(CSc2ccc(Cl)cc2)c1C(=O)NCCC(C)C,nt,nt,nt,-3.2%,3.1%,nt,-1.9,nt,-5.2,nt
Cc1nonc1NC(=O)CSc1nnc(-c2ccoc2C)n1-c1cccc(Cl)c1,2.2,1.1%,nt,-1.2%,-22.2%,-7.1%,0.9,?,-1.7,-0.5

(more compounds)
smiles,TRPV1 agonist,GALK inh,AT treatment,ASM inhibitor,a7 integrin act,CXXC DNA block,KCNH2 3.1 block,MBNL1-CUG inh,KCNH2 WT inh,Coupling enz
O=C(O)c1cccc(N/C(=N\S(=O)(=O)c2ccccc2)c2ccccc2)c1,1.9,0.1%,1.3%,-0.9%,5.5%,-0.2%,-7.6,-3.4%,-2.6,9.8
CCCNC(=O)c1sc2c(c1C(=O)Nc1ccccn1)CCCC2,?,-0.8%,20.3%,-0.6%,0.0%,4.4%,12.9,-7.2%,7.4,-2.8
O=C(COc1ccc2ccc(=O)oc2c1)NC1CCN(Cc2ccccc2)CC1,1.0,0.7%,9.0%,12.8%,9.6%,-3.9%,-13.5,3.6%,8.1,nt
N#CC1=C(N)OC2=C(C(=O)CCC2)C1c1cc2c(cc1Br)OCO2 (configuration not stated),3.1,nt,6.1%,1.7%,?,-6.8%,1.1,2.5%,?,-0.1
CCOc1ccc(CN2CCNC(=O)C2CC(=O)OC)cc1 (configuration not stated),0.1,1.6%,0.0%,1.5%,4.0%,-21.5%,-4.4,-2.6%,15.7,-2.5
Cc1ccc(C#N)c(SCc2cccc(Br)c2)n1,nt,nt,nt,-1.5%,-53.0%[inhibitor],nt,9.7,nt,5.4,nt
Cc1ccc(-c2csc3nc(C)n(N)c(=O)c23)cc1,20.5,11.1%,-11.7%,4.1%,-8.7%,-10.9%,7.0,-0.5%,15.5,-1.2
COC(=O)[C@]1(C)N[C@H](CN(C)S(=O)(=O)c2ccc(OC(F)(F)F)cc2)[C@@H]2C(=O)N(C)C(=O)[C@@H]21,nt,nt,21.7%,7.3%,2.9%,nt,nt,nt,-1.2,nt
O=C(CN1C(=O)CCS(=O)(=O)c2ccccc21)NCc1ccc2c(c1)OCO2,-2.6,2.3%,0.5%,-2.8%,-0.2%,-1.3%,-12.3,-2.1%,-3.0,-7.2
CN1C(=O)c2cccc3c(S(=O)(=O)NCCc4ccccc4)ccc1c23,-1.1,11.8%,6.0%,435.2%[activator],-11.3%,4.6%,-2.7,?,-6.3,5.5
CCCc1nc(SCC(=O)Nc2cc(C)on2)c2ccccc2n1,-0.8,4.2%,30.3%,2.1%,-53.6%[inhibitor],6.8%,1.5,55.8%[activator],-12.0,0.5
O=C(N/N=C/C1CC=CCC1)c1ccccc1O (configuration not stated),6.9,0.6%,2.4%,-2.9%,18.2%,-5.3%,2.9,2.8%,-1.7,1.3
Cc1ccc(C2N(c3ccc(Cl)cc3)C(=O)N3CCCN23)cc1 (configuration not stated),3.1,nt,-2.5%,-1.3%,1.1%,-2.1%,-21.1,-17.2%,7.7,7.0
CC(=O)c1sc(NC(=O)C=C(C)C)nc1C,6.5,-1.9%,-7.6%,1.7%,9.2%,7.0%,-12.2,-2.8%,3.0,0.8
Cc1cccc(NC(=O)CCN2C(=O)C3C4C=CC(C4)C3C2=O)n1 (configuration not stated),-1.1,0.5%,2.4%,0.8%,20.7%,0.7%,-0.4,-7.8%,6.1,-0.5

(further entries)
smiles,TRPV1 agonist,GALK inh,AT treatment,ASM inhibitor,a7 integrin act,CXXC DNA block,KCNH2 3.1 block,MBNL1-CUG inh,KCNH2 WT inh,Coupling enz
COc1cccc(/C=N/N2CCOCC2)c1O,0.8,6.2%,-2.5%,19.8%,9.3%,11.3%,-1.8,-3.4%,-2.4,1.4
COc1cc2c(cc1OC)CN(C(=O)Nc1ccccc1Cl)CC2,1.5,-0.8%,5.7%,-1.3%,0.0%,0.4%,-1.8,-3.8%,-2.9,2.5
CCC[C@H]1COCCS(=O)(=O)N1Cc1ccccc1,2.4,nt,9.6%,0.4%,2.6%,3.3%,-10.1,7.1%,9.5,3.1
CCn1cc(C(=O)NCCN(C)C)c(=O)c2cc(F)c(N3CCN(C)CC3)cc21,-0.1,10.2%,17.6%,2.8%,?,1.8%,5.0,-24.2%,-11.0,-0.3
COc1ccccc1N1CCN(C(=O)c2ccc3nc(-c4ccco4)c(-c4ccco4)nc3c2)CC1,-2.1,-1.4%,-3.6%,100.8%[activator],-22.9%,1.2%,-15.2,?,4.3,0.5
COc1ccc(C(=O)NCc2nnc(SCC(=O)Nc3cc(Cl)ccc3OC)o2)cc1,4.5,0.1%,-4.4%,3.9%,-23.9%,-4.4%,9.0,-5.6%,16.1,-0.2
Cc1nc(=O)c(-c2ccccc2)c(C)n1-c1ccc(O)cc1,0.7,-1.5%,0.8%,-1.4%,?,-5.7%,-14.7,-4.6%,-6.9,0.9
Cc1ccccc1NC(=O)CCS(=O)(=O)c1ccc(Br)s1,19.0,1.3%,0.6%,18.4%,6.9%,24.8%,-1.7,0.8%,-10.9,4.0
COC(=O)c1cccc(NC(=O)c2ccc3c(c2)C(=O)N(C(C)(C)C)C3=O)c1,107.3*,0.7%,1.0%,3.9%,17.2%,7.3%,-1.8,13.6%,2.0,-1.2

Source: PubChem
